Bioassay records from PubChem BioAssay.
D3 antag = qHTS of D3 Dopamine Receptor Antagonist: qHTS. D(3) dopamine receptor (Homo sapiens), P35462. max response, negative = inhibition, %. 360,000 tested, 2.5% active. D3R cells, DiscoveRx beta-arrestin luminescence, antagonist mode; active compounds read low; in the data active means max response below about -50%; inconclusive means no clear call, values can overlap the other calls; further: on the % scale 0 is the no-effect control and ±100 the full control effect; mostly tested at two doses, the higher about 12 µM
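Cells plated overnight at 1500 cells/well, then exposed to library compounds with dopamine controls for 90 minutes at 37 degrees C. DiscoveRx reagent added for 30–60 minutes at room temperature; luminescence read, quantitative HTS format.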
EPAC2 agonist = qHTS for Agonist of cAMP-regulated guanine nucleotide exchange factor 4 (EPAC2): primary screen; EPAC2 activation, biochemical qHTS; response scale: 100% = 6.5 mM cAMP response; Rap guanine nucleotide exchange factor 4 (Homo sapiens), Q8WZA2; 360,000 tested, 0.079% active; Potency, µM (series often up to 154 µM), without a hit: at the top dose activation, usual class: activators; AID 720711, 2013; further: potency means the concentration at half of the fitted maximal effect; nearly all actives have a fitted effect of over 50% in size
Target sequence (Q8WZA2 whole entry, looked up): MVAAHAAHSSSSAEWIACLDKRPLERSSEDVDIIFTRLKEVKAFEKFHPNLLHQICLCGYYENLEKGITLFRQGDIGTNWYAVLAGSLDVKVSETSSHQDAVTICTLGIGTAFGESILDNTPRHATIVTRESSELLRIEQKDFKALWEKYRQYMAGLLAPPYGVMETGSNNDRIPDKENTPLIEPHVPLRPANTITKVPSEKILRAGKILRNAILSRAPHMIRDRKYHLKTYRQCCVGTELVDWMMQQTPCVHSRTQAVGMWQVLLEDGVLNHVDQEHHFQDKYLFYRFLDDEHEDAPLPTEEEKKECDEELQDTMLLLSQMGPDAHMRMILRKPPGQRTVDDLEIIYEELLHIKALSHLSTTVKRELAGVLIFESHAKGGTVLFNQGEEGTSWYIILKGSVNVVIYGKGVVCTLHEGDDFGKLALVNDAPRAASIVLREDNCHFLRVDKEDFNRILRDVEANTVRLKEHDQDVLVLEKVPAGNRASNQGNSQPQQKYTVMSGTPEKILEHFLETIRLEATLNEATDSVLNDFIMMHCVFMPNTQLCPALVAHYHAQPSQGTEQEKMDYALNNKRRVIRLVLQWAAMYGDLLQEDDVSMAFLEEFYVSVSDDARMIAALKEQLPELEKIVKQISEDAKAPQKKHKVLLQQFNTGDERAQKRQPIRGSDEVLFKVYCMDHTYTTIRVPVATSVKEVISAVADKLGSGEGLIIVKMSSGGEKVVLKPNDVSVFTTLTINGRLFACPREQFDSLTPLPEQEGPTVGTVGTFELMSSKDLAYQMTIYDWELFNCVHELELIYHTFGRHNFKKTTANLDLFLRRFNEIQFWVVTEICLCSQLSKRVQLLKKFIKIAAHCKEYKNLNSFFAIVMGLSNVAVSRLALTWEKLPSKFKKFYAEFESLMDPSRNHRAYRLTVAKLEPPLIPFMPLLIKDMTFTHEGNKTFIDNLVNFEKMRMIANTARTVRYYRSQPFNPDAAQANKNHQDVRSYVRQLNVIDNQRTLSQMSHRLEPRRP
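qHTS, titration series. 100 nM EPAC2 / 250 nM Rap1B-BODIPY-GDP / 50 uM GDP; RT; ex 480/em 540 nm, 5-min reads to 30 min. Norm. to 6.5 mM cAMP = activation.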
EPAC2 antagonist = qHTS for Antagonist of cAMP-regulated guanine nucleotide exchange factor 2 (EPAC2): primary screen; Rap guanine nucleotide exchange factor 4 (Homo sapiens), Q8WZA2; EPAC2 GEF exchange of Rap1B-BODIPY-GDP, fluorescence; Potency, µM (top dose mostly 114 µM), for the others: at the top dose activity, negative = inhibition, actives largely listed as inhibitors; 360,000 tested, 0.18% active; AID 720708, 2013; further: potency means the concentration at half of the fitted maximal effect; on the % scale 0 is the no-effect control and ±100 the full control effect; nearly all actives have a fitted effect of over 45% in size; many of its hits are not listed in these tables
FUS yeast rescue = qHTS for Suppressors of FUS Proteinopathy: Primary screen using FUS-linked yeast assay; S. cerevisiae FUS-expressing, growth rescue, OD600, 24 h; Potency, µM (series often up to 76.6 µM), for inactives: at the highest dose growth rescue (activation), usual class: activators; 390,000 tested, 0.24% active;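 further: potency means the concentration at half of the fitted maximal effect; plate controls were DMSO vehicle for no effect and reference control for full effect; nearly all actives have a fitted effect of over 55% in size; some results filed as inactive show a strong effect at the top dose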
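Steps: raffinose overnight preculture; dilution to OD 0.005 in 2% galactose minimal medium; compound addition (concentration series); 24hr at 30C, 99% humidity; absorbance read at 600 nm.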
Abeta yeast res = qHTS for compounds that reverse cellular toxicity of Amyloid beta (A-beta) peptide in yeast: Primary Screen; yeast expressing A-beta42, growth rescue, OD600, 48 h; response scale: 0% DMSO, 100% iron-clioquinol control; Potency, µM (highest dose often 46.1 µM), without a hit: at the highest dose growth rescue, actives largely listed as activators; 410,000 tested, 0.063% active; AID 1347071, 2019; further: potency means the concentration at half of the fitted maximal effect; nearly all actives have a fitted effect of over 55% in size
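Growth rescue measured by 600 nm absorbance after 48 h yeast culture at 30 C with compound. Values normalized between DMSO and an equimolar ferric chloride plus clioquinol control.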
D3 ag = qHTS of D3 Dopamine Receptor Agonist: qHTS; max activation, %; D(3) dopamine receptor (Homo sapiens), P35462; D3R DiscoveRx beta-arrestin cells, luminescence, 90 min; 410,000 tested, 0.58% active; AID 652048, 2013; in the data active means max activation above about 30%; further: 0% is about no effect; mostly tested at two doses, the higher about 12 µM
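Agonist-mode cell screen: cells plated at 1500/well and incubated overnight at 37 °C, then exposed to library compounds for 90 min at 37 °C. Detection reagent was added for 30–60 min at room temperature, and luminescence was read.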
aSyn rescue = qHTS of alpha-syn Inhibitors. Yeast expressing alpha-synuclein, growth rescue, BacTiter-Glo, 24 h. Potency, µM (series often up to 46.1 µM), without a hit: top-dose growth rescue (activation), actives largely listed as activators. 370,000 tested, 0.14% active. AID 652106, 2013; further: potency means the concentration at half of the fitted maximal effect; % of control where 0% means no effect; nearly all actives have a fitted effect of over 65% in size
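Galactose-induced alpha-syn yeast (OD600=0.02, raffinose-pregrown) + pinned cpd, 24 hr, 30 deg C; growth by BacTiter-Glo luminescence. Growth restoration scores as activation.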
TDP-43 yeast inh = qHTS of TDP-43 Inhibitors; TDP-43 expressing yeast growth rescue, BacTiter-Glo, 24 h; Potency, µM (doses to about 46.1 µM), for inactives: at the top dose growth rescue (activation), actives largely listed as activators; 410,000 tested, 1.8% active; further: potency means the concentration at half of the fitted maximal effect; % of control where 0% means no effect; nearly all actives have a fitted effect of over 50% in size
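Galactose-induced TDP-43 yeast, OD600=0.02, compound pinned; 24 hr, 30 deg C; BacTiter-Glo luminescence for growth. Inhibitors of TDP-43 toxicity read as activators.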
Numbers without * were called inactive; ? = inconclusive; nt = not tested or not shown; & = joins results of further samples; [ ] = remark or other dose. Unless noted, the call rests on the fitted dose curve; in most records, active means well fitted curve in the direction sought with a large enough effect; inconclusive means small, poorly fitted or top-dose-only effect, or another doubt; inactive means no such curve, though single readings can be large; an effect the other way counts as inactive or inconclusive. The list is partial; count on the stated rates, not on these rows.

Values in the order – D3 antag, FUS yeast rescue, TDP-43 yeast inh, EPAC2 agonist, Abeta yeast res, EPAC2 antagonist, aSyn rescue, D3 ag
[1] Cc1ccc(C(c2nnnn2CC2CCCO2)N2CCN(C)CC2)cc1 (stereo not given)
 : 1, 5%, 24%, 7%, 6%, 5%, -1%, -5
[2] COc1ccc(-c2c(C#Cc3ccsc3)c3cc(-c4ccc5cc[nH]c5c4)ccc3n2C)cc1
 : 5, 24%, 8%, 6%, -8%, 26%, 0%, 7
[3] CN(C)c1ccc(/C=N/NC(=O)c2ccccc2O)o1
 : 7, 19%, 4%, 2%, -2%, 5%, 3%, 3
[4] CS(=O)(=O)Nc1cc2c3c(c1)CCC(=O)N3CCC2
 : 0, -6%, 9%, -4%, 9%, -7%, -2%, -5
[5] COc1ccccc1NC(=O)c1cnc(SCC(=O)NCCc2ccccc2)n(C)c1=O
 : -1, -9%, ?, -1%, -8%, 14%, 2%, 1
[6] COc1ccc(NS(=O)(=O)c2cccc(C(=O)NCC(c3ccco3)N3CCCCC3)c2)cc1 (stereo not given)
 : -26, 7%, -3%, 4%, -5%, -15%, 4%, -16
[7] Cc1cc(C(=O)NC2CCCCC2C)c2ccccc2n1 (stereo not given)
 : -4, 12%, 10%, -1%, -11%, 5%, 0%, -10
[8] Cc1ccc(CNC(=O)c2ccc(CSCc3c(F)cccc3Cl)o2)cc1
 : nt, -14%, 0%, nt, 8%, nt, nt, 5
[9] CCOC(=O)C1=C(COC(=O)[C@H](C)NS(=O)(=O)c2ccccc2F)NC(=O)NC1C (stereo not given in full)
 : 14, nt, 0%, 2%, -12%, 17%, 8%, 5
[10] Cc1ccc(-c2nnn(CC(=O)N3CCCc4ccccc43)n2)cc1
 : -12, 40%, 10%, 15%, 14%, 2%, 0%, -7
[11] O=C(NC1CCCC1)C(c1cccnc1)N(Cc1ccccc1F)C(=O)c1csnn1 (stereo not given)
 : 1, 0%, -2%, 6%, 11%, -12%, 0%, 4
[12] COCCN(C(=O)COC(=O)CCOc1ccccc1)c1c(N)n(Cc2ccccc2)c(=O)[nH]c1=O
 : -1, -8%, 12%, -9%, 5%, -1%, -3%, 2
[13] O=C(NC(=S)Nc1ccccc1N1CCCC1)c1cccs1
 : -15, 37%, ?, 20%, 11µM*, -27%, 0%, -7
[14] Cc1cc(N2CCN(C)CC2)nc2ccc(NC(=O)c3ccc(Br)o3)cc12
 : -17, 13%, 7%, 1%, 10%, 1%, 0%, -4
[15] NS(=O)(=O)c1ccc(CCNC(=O)c2cc(S(=O)(=O)N3CCCCC3)ccc2Cl)cc1
 : -13, -21%, -16%, 10%, -4%, 2%, -2%, -4
[16] O=C(Cn1c(-c2cncs2)nc2ccccc21)NC1CCCC1
 : 7, 18%, 12%, 5%, 36%, 2%, 3%, 7
[17] OCC[C@@H]1C[C@H](O)[C@@H](O)[C@@]2(OCCCc3ccccc32)O1
 : 0, -17%, 0%, 8%, 15%, -2%, -5%, 13
[18] CNC(=S)N1CCN(CCNC2=CC(=O)CC(C)(C)C2)CC1
 : 2, -37%, 16%, 7%, -1%, 2%, 0%, 6
[19] CCO/C=C1\SC(=S)N(c2ccc(Cl)cc2)C1=O
 : ?, 18%, -18%[1.82 µM], -2%, 25%, 3%, -4%, 5
[20] O=C(NCc1cccc(Cl)c1)C1CCCN(c2nn3cc(-c4ccc(F)cc4)nc3s2)C1 (stereo not given)
 : nt, 26%, 11%, nt, 19%, nt, nt, -7

Retrieved by compound from above:
Values in the order – D3 antag, FUS yeast rescue, TDP-43 yeast inh, EPAC2 agonist, Abeta yeast res, EPAC2 antagonist, aSyn rescue, D3 ag
[14] Cc1cc(N2CCN(C)CC2)nc2ccc(NC(=O)c3ccc(Br)o3)cc12
 : -17, 13%, 7%, 1%, 10%, 1%, 0%, -4
[11] O=C(NC1CCCC1)C(c1cccnc1)N(Cc1ccccc1F)C(=O)c1csnn1 (stereo not given)
 : 1, 0%, -2%, 6%, 11%, -12%, 0%, 4

The listing picks up with the 5 entries that preceded the break.
Values in the order – D3 antag, FUS yeast rescue, TDP-43 yeast inh, EPAC2 agonist, Abeta yeast res, EPAC2 antagonist, aSyn rescue, D3 ag
[16] O=C(Cn1c(-c2cncs2)nc2ccccc21)NC1CCCC1
 : 7, 18%, 12%, 5%, 36%, 2%, 3%, 7
[17] OCC[C@@H]1C[C@H](O)[C@@H](O)[C@@]2(OCCCc3ccccc32)O1
 : 0, -17%, 0%, 8%, 15%, -2%, -5%, 13
[18] CNC(=S)N1CCN(CCNC2=CC(=O)CC(C)(C)C2)CC1
 : 2, -37%, 16%, 7%, -1%, 2%, 0%, 6
[19] CCO/C=C1\SC(=S)N(c2ccc(Cl)cc2)C1=O
 : ?, 18%, -18%[1.82 µM], -2%, 25%, 3%, -4%, 5
[20] O=C(NCc1cccc(Cl)c1)C1CCCN(c2nn3cc(-c4ccc(F)cc4)nc3s2)C1 (stereo not given)
 : nt, 26%, 11%, nt, 19%, nt, nt, -7
[21] CN(Cc1cccc(Cl)c1)C(=O)C1CCN(C(=O)Nc2ccccc2)CC1
 : -11, 14%, 23%, 2%, 9%, -4%, 9%, 4
[22] CCCNC(=O)C[C@@H]1CC[C@@H]2[C@H](COC[C@H](O)CN2C(=O)c2cc(Cl)cc(Cl)c2)O1
 : 14, 5%, 15%, 6%, 0%, ?, 3%, 7
[23] CCCCN1CCc2nc(N3CCN(C)CC3)ncc2C1
 : nt, 22%, -4%, nt, 2%, nt, nt, -11
[24] CCc1cc(C(=O)Nc2c(C)nn(Cc3ccccc3Cl)c2C)no1
 : nt, 12%, ?, nt, -20%, nt, nt, -19
[25] C=CC[C@@H](CC(=O)N[C@@H](CO)Cc1ccccc1)C(=O)NCCOC(=O)[C@@H](CC=C)CC(=O)OC(C)(C)C
 : 12, ?, -2%, -16%, -24%, 14%, 0%, 1
[26] CN(C)C(=O)c1cc(C(=O)c2ccc(F)cc2Cl)c[nH]1
 : 3, 2%, -7%, 0%, -7%, -13%, 5%, -2
[27] Cc1ccc(S(=O)(=O)NC(=O)N(C)C2CCCCC2)cc1
 : -24, 6%, -5%, 12%, 6%, 2%, 0%, -5
[28] Cc1ccc(NC(=O)CN2C(=O)CCSc3ccc(S(=O)(=O)N4CCCC4)cc32)cc1C
 : -2, -6%&2%, -6%&22%, -9%, 2%&13%, 9%, 4%, -5&5
[29] O=C(CCS(=O)(=O)c1ccc(Br)s1)NCc1cccs1
 : 7, 2%, -21%, 9%, -4%, 11%, -6%, -2
[30] Cc1ccc(NC(=O)CNC(=O)c2ccccc2F)cc1Cl
 : -24, 2%, -18%, 16%, -21%, -3%, -11%, -20
[31] Cc1cc(C(=O)OCC(=O)Nc2cccc(S(=O)(=O)N3CCOCC3)c2)c(C)o1
 : 20, 11%, -13%, 9%, -12%, 10%, 1%, -9
[32] Nc1nc(N2CCN(c3ccccc3)CC2)n[nH]1
 : 5, 14%, 16%, 17%, -19%, 4%, -1%, 1
[33] O=C(NCC(O)c1ccccc1)Nc1cccs1 (stereo not given)
 : -12, -23%, 2%, 16%, -12%, 4%, -1%, -3
[34] O=S(=O)(NCCS(=O)(=O)N1CCN(c2cccc(Cl)c2)CC1)c1ccc(F)cc1
 : nt, -12%, 17%, nt, -7%, nt, nt, -14
[35] NS(=O)(=O)c1cccc(NC(=O)CSc2nn(-c3ccccc3)c(=S)s2)c1
 : 13, nt, 11%, 4%, 0%, -8%, 5%, 2
[36] O=C(NCCc1c[nH]c2ccccc12)/C(=C\c1cccnc1)NC(=O)c1cccs1
 : 11, -6%, 22%, 0%, -2%, -9%, -2%, 0
[37] Cc1ccc(C)c(N2CCN(C(=O)C3CCN(C(=O)c4cc5sccc5n4C)CC3)CC2)c1
 : nt, ?, 13µM*, nt, 28%, nt, nt, 16
[38] C=C(C)CSc1nnc([C@@H]2CCCN2)o1
 : 18, 9%, 4%, 5%, 14%, 4%, 11%, 6
[39] O=C(c1c[nH]c(C(=O)N2CCN(Cc3ccccc3)CC2)c1)C1CCCCC1
 : -4, -28%, 4%, -1%, 9%, 4%, 2%, -6
[40] O=C(CN(C(=O)CCC(=O)Nc1ccccn1)c1ccc(F)cc1)NCc1ccc(F)cc1
 : -94*, 3%, -2%, -9%, -4%, -2%, 11%, -4
[41] CCn1c(=N)n(CC(O)c2ccccc2)c2ccccc21 (stereo not given)
 : 0, 6%, -14%, 6%, -13%, 1%, 2%, -8
[42] C=CCn1c(CCc2ccc(OC(C)C)cc2)n[nH]c1=S
 : 0, 5%, ?, 0%, ?, -3%, -8%, 0
[43] Nc1ccccc1-c1nnc(-c2ccc(-c3ccccc3)cc2)o1
 : 19, 39%, 1%, 12%, -14%, 4%, 14%, -10
[44] CCOc1ccccc1CNS(=O)(=O)c1cc(-c2cc(C)no2)ccc1C
 : 10, 20%, 29%, 6%, -11%, -23%, 5%, 1
[45] N#Cc1ccccc1OCCOCCNC1CCCC1
 : ?, -10%, -18%, 7%, -6%, 5%, 0%, -12
[46] CC(=O)C1=C(O)C(=O)N(CCCn2ccnc2)C1c1ccc(C)cc1 (stereo not given)
 : -17, -12%, -19%, 4%, 16%, -2%, -7%, 4
[47] COc1ccc(CCNC(=O)c2ccc(CS(=O)Cc3ccc(Cl)cc3)o2)cc1OC (stereo not given)
 : 6, 26%, 15%, -3%, 2%, -3%, 2%, 1
[48] CCc1ccc2[nH]c(=O)c(CN(CCCN3CCOCC3)C(=O)Nc3ccccc3)cc2c1
 : 18, 14%, 3%, 0%, 2%, 1%, -11%, 0
[49] CCOC(=O)c1c(C)[nH]c(/C(C)=N/O)c1C
 : -27, ?, 1%, 8%, 6%, -23%, -3%, 0
[50] COc1cc(/C=C/C(=O)NCc2cccnc2)cc(OC)c1OC
 : -28, 18%, 5%, -4%, 5%, 0%, ?, 3
[51] CCN1C(=O)N[C@@H](c2ccc(Br)cc2)C(C(C)=O)=C1C
 : 0, -14%, ?, 3%, -14%, -8%, -7%, -13
[52] Nc1ccc2nc(Cc3ccccc3)[nH]c2c1
 : ?, 30%, 2%, 9%, -9%, 8%, -1%, -9
